HIF-2a inh: HIF-2a reporter inhibitors, primary screen, luminescence, 786-0 RCC cells | inhibition, % at 18.8 µM | 786-0 RCC cells HIF-2a reporter, luciferase luminescence, overnight | hit rate 0.72% among 360,000 | AID 624352, 2012;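 active = inhibition of the luminescence signal of 40% or more relative to plate controls, in a single-dose primary screen at 18.75 µM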
iPSC survival up: enhancers of single-cell hiPSC survival, primary screen, ATPlite luminescence | 100% = ROCK inhibitor wells, 0% = DMSO | survival enhancement, % at 20 µM | hit rate 0.044% among 360,000 | AID 602274, 2012; in the data active = survival enhancement above about 18%;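 note: cells exposed to compounds for 16 hours before the ATP read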
NR2E3 ag-1: NR2E3 agonists in two-hybrid cells, primary screen, cell-based, luminescence, CHO-S, Gal4-NCOR/VP16-NR2E3; Photoreceptor-specific nuclear receptor (Homo sapiens), Q9Y5X4; luciferase; hit rate 0.35% among 360,000; inhibition of corepressor binding, % at 3.98 µM; AID 602229, 2012;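 active = inhibition above the mean of all tested compounds plus 3 SD, cut at about 70% in these data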;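 note: 0% = DMSO with NR2E3 transfected cells and 100% = cells lacking NR2E3 construct; higher means lower luciferase signal from less NR2E3 corepressor binding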
Target sequence (Q9Y5X4 whole entry, looked up, the tested form may be a part): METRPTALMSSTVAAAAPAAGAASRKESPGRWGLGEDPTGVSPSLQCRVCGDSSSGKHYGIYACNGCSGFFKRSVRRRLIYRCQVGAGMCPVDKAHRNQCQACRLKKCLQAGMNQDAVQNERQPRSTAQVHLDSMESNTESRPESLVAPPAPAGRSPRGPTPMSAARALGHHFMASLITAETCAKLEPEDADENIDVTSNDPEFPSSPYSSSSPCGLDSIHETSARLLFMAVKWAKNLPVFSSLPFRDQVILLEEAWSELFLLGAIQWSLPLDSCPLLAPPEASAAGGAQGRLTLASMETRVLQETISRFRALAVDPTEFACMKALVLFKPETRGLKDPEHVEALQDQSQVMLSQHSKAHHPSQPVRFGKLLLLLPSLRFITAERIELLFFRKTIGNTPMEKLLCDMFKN
Peg3 promoter: Peg3 promoter-driven luciferase inhibitors, primary screen, cell-based, HeLa, luciferase luminescence; HeLa PEG-Prom luciferase reporter, overnight; inhibition, % at 20 µM; hit rate 1.7% among 360,000;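 active = inhibition of at least 50% at 20 µM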
TRPM1 prom inh: inhibitors of MITF-dependent TRPM1 promoter reporter, primary screen, cell-based, SK-MEL-5, single point, luciferase. SK-MEL-5 TRPM1 promoter luciferase, 24 h. inhibition, % at 12.5 µM. hit rate 0.83% among 330,000;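 active = mean inhibition across replicates of 60% or more, whatever share of single replicates reaches that level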; note: values of inactives mirror those of a sister screen read the other way
Vif imaging: HIV Vif self-association inhibitors, primary screen, imaging, HEK293T, single point; HEK293T cells, Vif self-association by quenched fluorescence, 24 h; inhibition, % at 7.49 µM; hit rate 0.35% among 340,000; AID 602346, 2012; in the data active = inhibition above about 50%, passing the limit was not always enough; note: some results filed as inactive read as strong as hits
CaV13 FRET inh: Disruptors of the CACNA1D IQ motif to Ca2+-dependent inactivation inhibitor domain association, primary screening, Förster resonance energy transfer in intact living …; HEK cells, CFP/YFP FRET ICDI-IQ, plate reader, 10 min; percent FRET-ratio fall versus neutral wells; hit rate 0.098% among 340,000; inhibition, % at 12.3 µM; AID 743397;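 active = mean replicate inhibition of at least 30% and at least 1% of replicates passing that level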;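 note: 0% = median of the neutral control wells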
PDI inh: inhibitors of human PDI, primary screen, biochemical, turbidity, single point, plate reader; hit rate 0.052% among 350,000; inhibition, % at 10 µM; PDI insulin aggregation turbidity, A650, 90 min; Protein disulfide-isomerase (Homo sapiens), P07237;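 active = mean inhibition across replicates of 30% or more, whatever share of single replicates reach that level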;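 note: absorbance from insulin aggregation driven by PDI reduction with DTT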
Target sequence (P07237 whole entry, looked up): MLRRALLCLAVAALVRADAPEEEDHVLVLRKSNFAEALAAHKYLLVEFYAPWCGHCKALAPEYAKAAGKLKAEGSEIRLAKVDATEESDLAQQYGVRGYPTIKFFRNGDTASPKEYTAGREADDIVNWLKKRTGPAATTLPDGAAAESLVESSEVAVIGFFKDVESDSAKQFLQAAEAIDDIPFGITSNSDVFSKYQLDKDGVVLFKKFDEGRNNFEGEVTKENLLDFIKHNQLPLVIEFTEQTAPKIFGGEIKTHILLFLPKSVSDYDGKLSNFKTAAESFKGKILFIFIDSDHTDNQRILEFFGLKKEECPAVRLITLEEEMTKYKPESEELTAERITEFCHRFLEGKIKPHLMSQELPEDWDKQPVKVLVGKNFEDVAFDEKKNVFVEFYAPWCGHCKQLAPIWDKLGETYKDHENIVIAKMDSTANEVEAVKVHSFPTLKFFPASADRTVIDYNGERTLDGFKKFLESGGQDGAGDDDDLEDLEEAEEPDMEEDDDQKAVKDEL
NR2E3 ag-2: inhibitors of NR2E3-RetCOR corepressor binding, primary screen, NR2E3 agonist project, biochemical, TR-FRET, GST-NR2E3, biotin-RetCOR; 1536-well; inhibition of corepressor binding, % at 4.78 µM; hit rate 0.12% among 320,000; AID 2300, 2010;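 active = percent inhibition above the cutoff of mean plus 3 SD of all tested compounds, set per screening campaign, cut at about 20% in these data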;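 note: 0% = DMSO wells and 100% = biotin wells as full block of FRET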
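System: GST-NR2E3 and biotin-RetCOR proteins; probe or stimulus: 7 nM biotin-RetCOR; doses: compound at 4.8 µM, single dose; schedule: Compound–protein incubation for 5 h at 4 °C; detection: time-resolved FRET; read-out: percent inhibition; controls: biotin wells as high control, 0.6% DMSO wells as low control; format: 1536-well plates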
Granule exo inh: LAMP-1 surface exposure blockers, TALL-104 cells – cell-based, flow cytometry, MLPCN library, primary screen. TALL-104 LAMP-1 surface exposure; cells stimulated with thapsigargin and PMA. inhibition, % at 10 µM. hit rate 0.66% among 360,000. AID 651702, 2012;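 active = inhibition above about 55%, limit read from the data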
aDG glyco up: activators of alpha-DG glycosylation, primary screen, uHTS, Pro5-aDG cells, AlphaScreen; activation, % at 10 µM; alpha-DG glycosylation AlphaScreen (IIH6); 0% Pro5, 100% B10-LARGE cell signal; hit rate 0.22% among 360,000; AID 624168, 2012;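 active = activation of at least 8% versus controls, or a plate z-score of at least 8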;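 note: Pro5 are CHO cells carrying HIG-tagged alpha-DG that lacks glycosylation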
An asterisk follows results filed as active. Outcome played no part in choosing rows, and some 3.5% of all compounds hit somewhere here.

Screening COc1ccc(C(CC(=O)NC(C)c2ccc(-c3ccccc3)cc2)NC(C)=O)cc1 (configuration not stated) returned HIF-2a inh 5, iPSC survival up -0.6, NR2E3 ag-1 -14, Peg3 promoter 15, TRPM1 prom inh 14, Vif imaging -9, CaV13 FRET inh -3, PDI inh -3, NR2E3 ag-2 4, Granule exo inh 22 and aDG glyco up 0.0.
Screening COc1ccc(C(=O)Nc2ccc(CN3CCS(=O)(=O)CC3)cc2)cc1 returned HIF-2a inh -26, iPSC survival up -0.9, NR2E3 ag-1 -17, Peg3 promoter -10, TRPM1 prom inh 1, Vif imaging -4, CaV13 FRET inh -10, PDI inh 6, NR2E3 ag-2 4, Granule exo inh -5 and aDG glyco up 0.0.
Screening NC(=S)N=Nc1c(O)[nH]c2cc(F)c(F)cc12 returned HIF-2a inh -22, iPSC survival up 0.4, NR2E3 ag-1 -5, Peg3 promoter -13, TRPM1 prom inh -1, Vif imaging -4, CaV13 FRET inh -3, PDI inh 3, NR2E3 ag-2 -7, Granule exo inh 9 and aDG glyco up 0.1.
Screening COc1ccc(S(=O)(=O)n2nc(OC(=O)c3cccs3)cc2N)cc1 returned HIF-2a inh 11, iPSC survival up -3.5, NR2E3 ag-1 -15, Peg3 promoter -1, TRPM1 prom inh 15, Vif imaging 13, CaV13 FRET inh -4, PDI inh 9, NR2E3 ag-2 2, Granule exo inh 3 and aDG glyco up 0.0.
`O=C(NCc1cccnc1)c1ccc(Cl)c(S(=O)(=O)N2CCCCCC2)c1` gave HIF-2a inh 14, iPSC survival up -0.6, NR2E3 ag-1 8, Peg3 promoter 4, TRPM1 prom inh 7, Vif imaging -20, CaV13 FRET inh -5, PDI inh 1, NR2E3 ag-2 -1, Granule exo inh -1 and aDG glyco up 0.4.
CCOCc1cnc(C)nc1NCC(=O)c1c(C)[nH]c2ccccc12 was read as HIF-2a inh 8, iPSC survival up 3.9, NR2E3 ag-1 -9, Peg3 promoter 12, TRPM1 prom inh 5, PDI inh 8, NR2E3 ag-2 2, Granule exo inh -1 and aDG glyco up -0.1.
`CCCOc1ccc(C(=O)Nc2ccc3c(c2)OCO3)cc1` gave HIF-2a inh -165, iPSC survival up -0.2, NR2E3 ag-1 -29, Peg3 promoter -325, TRPM1 prom inh -65, PDI inh 5, NR2E3 ag-2 0, Granule exo inh 1 and aDG glyco up 0.2.
Cc1cccc2c1NC(=O)C21OCC(CO)([N+](=O)[O-])CO1 (configuration not stated) was read as HIF-2a inh 11, iPSC survival up 1.4, NR2E3 ag-1 14, Peg3 promoter -3, TRPM1 prom inh 16, Vif imaging -9, CaV13 FRET inh -11, PDI inh 16, NR2E3 ag-2 1, Granule exo inh 0 and aDG glyco up 0.2.
For O=C(NCc1nnc(SCc2ccccc2)n1-c1ccccc1)C12CC3CC(CC(C3)C1)C2 the results were HIF-2a inh 18, iPSC survival up 6.5, NR2E3 ag-1 -13, Peg3 promoter 16, TRPM1 prom inh 0, Vif imaging -2, CaV13 FRET inh -3, PDI inh -6, NR2E3 ag-2 0, Granule exo inh -7 and aDG glyco up 0.6.
Screening Cc1ccc(CNC(=O)C2CNc3cc(C)ccc3O2)cc1 (configuration not stated) returned HIF-2a inh 6, iPSC survival up 0.9, NR2E3 ag-1 11, Peg3 promoter 10, TRPM1 prom inh 4, Vif imaging -1, CaV13 FRET inh -4, PDI inh 12, NR2E3 ag-2 0, Granule exo inh 1 and aDG glyco up -0.2.
`Cc1ccccc1C(=O)N1CCN(c2ccc(NC(=O)c3ccc([N+](=O)[O-])o3)cc2)CC1` gave HIF-2a inh 96*, iPSC survival up 0.7, NR2E3 ag-1 4, Peg3 promoter 101*, TRPM1 prom inh 81*, Vif imaging -1, CaV13 FRET inh -2, PDI inh -17, NR2E3 ag-2 4, Granule exo inh 1 and aDG glyco up -0.2.
For O=C(c1cc2c(cc1Br)OCCCO2)N1CCCCC1 the results were HIF-2a inh 18, iPSC survival up 0.2, NR2E3 ag-1 -13, Peg3 promoter 6, TRPM1 prom inh -12, Vif imaging 2, CaV13 FRET inh -4, PDI inh -4, NR2E3 ag-2 -2, Granule exo inh 4 and aDG glyco up -0.1.
For N#C/C(=C\c1ccc(F)c(Cl)c1)S(=O)(=O)c1ccccn1 the results were HIF-2a inh 13, iPSC survival up -0.1, NR2E3 ag-1 -21, Peg3 promoter -4, TRPM1 prom inh 8, Vif imaging 4, CaV13 FRET inh -5, PDI inh -1, NR2E3 ag-2 -2, Granule exo inh -1 and aDG glyco up -0.1.
NS(=O)(=O)c1ccc(NC(=O)CSc2nnc(Cc3cccs3)n2-c2ccccc2)cc1 was read as HIF-2a inh 11, iPSC survival up -0.1, NR2E3 ag-1 -13, Peg3 promoter 12, TRPM1 prom inh 8, Vif imaging 23, PDI inh -4, NR2E3 ag-2 2, Granule exo inh 7 and aDG glyco up -0.1.
For CN1CCN(CCCNC(=O)c2cn(C3CCCCC3)c(=O)c3c2c2ccccc2n3C)CC1 the results were HIF-2a inh 0, iPSC survival up -0.5, NR2E3 ag-1 -16, Peg3 promoter 11, TRPM1 prom inh -7, Vif imaging 1, PDI inh 3, NR2E3 ag-2 -1, Granule exo inh 4 and aDG glyco up 0.4.
Screening O=C1NC(Cc2ccc(O)cc2)c2nc3ccccc3c(=O)n2-c2ncccc21 (configuration not stated) returned HIF-2a inh 8, iPSC survival up 5.6, NR2E3 ag-1 -23, Peg3 promoter -1, Vif imaging 0, CaV13 FRET inh -5, PDI inh 43*, Granule exo inh -4 and aDG glyco up 0.1.
`CN(C)C(=O)COC(=O)c1ccccc1NC(=O)c1ccco1` gave HIF-2a inh 3, iPSC survival up -1.0, NR2E3 ag-1 14, Peg3 promoter 4, TRPM1 prom inh 8, Vif imaging 18, CaV13 FRET inh -6, PDI inh -1, NR2E3 ag-2 1, Granule exo inh 0 and aDG glyco up -0.2.
Screening CS(=O)(=O)N1CC(C(=O)O)Oc2ccc(CC(=O)O)cc21 (configuration not stated) returned HIF-2a inh 3, iPSC survival up -1.6, NR2E3 ag-1 7, Peg3 promoter 17, TRPM1 prom inh 6, Vif imaging -7, CaV13 FRET inh -5, PDI inh 4, NR2E3 ag-2 5, Granule exo inh -2 and aDG glyco up 0.1.
For Cc1ccccc1CC(=O)N1CCN(C(=O)C2CCCO2)CC1 (configuration not stated) the results were HIF-2a inh 7, iPSC survival up 0.2, NR2E3 ag-1 -12, Peg3 promoter 17, TRPM1 prom inh 3, Vif imaging 5, PDI inh 4, NR2E3 ag-2 3, Granule exo inh 3 and aDG glyco up -0.3.
Screening O=C(NC(c1ccc(-c2ccccc2)cc1)c1cnccn1)C1CCN(CCOc2ccc(Cl)cc2Cl)CC1 (configuration not stated) returned HIF-2a inh -45, iPSC survival up -2.1, NR2E3 ag-1 6, Peg3 promoter 37, Vif imaging 5, CaV13 FRET inh -3, PDI inh 5, Granule exo inh 30 and aDG glyco up 7.1*.
For COc1ccccc1NC(=O)CCC(=O)OCc1ccc([N+](=O)[O-])cc1 the results were HIF-2a inh 28, iPSC survival up 1.1, NR2E3 ag-1 22, Peg3 promoter 3, TRPM1 prom inh -6, Vif imaging 5, CaV13 FRET inh -5, PDI inh -1, NR2E3 ag-2 7, Granule exo inh -3 and aDG glyco up -0.1.
`COc1ccccc1-c1nc2c3ccccc3nc(=S)n2[nH]1` gave HIF-2a inh -34, iPSC survival up -0.9, NR2E3 ag-1 23, Peg3 promoter -46, TRPM1 prom inh 23, Vif imaging -9, CaV13 FRET inh -19, PDI inh 4, NR2E3 ag-2 -2, Granule exo inh -1 and aDG glyco up -0.2.
Screening CN(C(=O)COC(=O)c1ccccc1Nc1ccccc1)C1CCS(=O)(=O)C1 (configuration not stated) returned HIF-2a inh -6, iPSC survival up -1.1, NR2E3 ag-1 15, Peg3 promoter 5, TRPM1 prom inh -13, Vif imaging 2, PDI inh -10, NR2E3 ag-2 1, Granule exo inh 1 and aDG glyco up 0.0.
`CC(C)c1ccccc1OCC(=O)Nc1cc(S(=O)(=O)N2CCOCC2)ccc1N1CCCC1` gave HIF-2a inh 5, iPSC survival up -0.3, NR2E3 ag-1 -18, Peg3 promoter 6, TRPM1 prom inh 7, Vif imaging -14, CaV13 FRET inh -4, PDI inh -2, NR2E3 ag-2 -3, Granule exo inh 6 and aDG glyco up 0.3.
CCOC(=O)CCN(Cc1sccc1C)S(=O)(=O)c1ccc(F)cc1 was read as HIF-2a inh 4, iPSC survival up 1.7, NR2E3 ag-1 -28, Peg3 promoter 12, TRPM1 prom inh 0, Vif imaging 3, CaV13 FRET inh -5, PDI inh 5, NR2E3 ag-2 1, Granule exo inh 4 and aDG glyco up -0.1.
For CC(C)OC(=O)c1cc2ccccc2oc1=O the results were HIF-2a inh -35, iPSC survival up 1.2, NR2E3 ag-1 10, Peg3 promoter -11, TRPM1 prom inh -9, Vif imaging 31, CaV13 FRET inh -4, PDI inh 2, NR2E3 ag-2 4, Granule exo inh 1 and aDG glyco up -0.3.

Source: PubChem
